Autophagy HCS – alters autophagy in cells | MEF GFP-LC3 puncta imaging; test concentration mostly 10 µM | calls only at 10 µM (by protocol) | hit rate 0.98% among 190,000 | AID 463193;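 active = percentage of spot-positive cells more than 3 SD above its plate mean, without a fluorescence outlier flag or 80% toxicity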;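 note: spot-positive cell cutoff set from DMSO-treated cells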
b-catenin transl – alters nuclear translocation of beta-catenin in HeLa cells | AID 1665 | nuclear translocation activity, % at 5 µM | immunofluorescence imaging | hit rate 0.3% among 190,000;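 active = nuclear translocation activity above 50% at 5 µM, with a well cell count of 50 or more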;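 note: per-cell ratio of nuclear to cytoplasmic median beta-catenin stain intensity; plate controls were DMSO negative control for no effect and GSK-3 inhibitor IX positive control for full effect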
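System: Human HeLa cells, endogenous beta-catenin | Compound dosing: 5 µM primary, 0.02–20 µM confirmation | Timing: 24 h compound exposure at 37°C, 5% CO2 | Measured by: Fluorescence imaging of beta-catenin antibody stain plus DAPI | Read-out basis: % activation of per-cell nuclear versus cytoplasmic median beta-catenin signal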
M17LAP inhibition – P. falciparum M17LAP inhibitors, primary screen, biochemical, fluorogenic H-Leu-NHMec substrate, 1536-well (AID 1619); one-dose inhibition, % at 30 µM; IC50 in µM for titrated hits; hit rate 0.38% among 220,000; recombinant M17LAP, H-Leu-NHMec fluorogenic kinetic assay; higher % means a stronger effect;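 active = compound inhibiting the enzyme by more than half at any dose during confirmatory dose-response retesting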;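 note: plate controls were full reaction with DMSO carrier for no effect and no enzyme background for full effect; strong numbers were not always called active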
K1F lysis inhibition – inhibition of K1F phage lysis, E. coli UTI89, bacterial capsule biogenesis inhibitors, alamar blue (AID 488966); E. coli UTI89 K1F phage lysis, alamar blue, 2 h; higher % means a stronger effect; one-dose inhibition, % at 100 µM; IC50 in µM for titrated hits; hit rate 0.02% among 340,000;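 active = phage lysis inhibition, versus mean bacterial control, above a set limit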;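 note: capsule biogenesis inhibitors block K1F phage lysis so surviving cells raise fluorescence; higher fluorescence means more inhibition of phage lysis; actives were called in the ten point dose series up to 300 µM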
MT stabilize HCS – microtubule stabilization, imaging screen; HeLa tubulin immunostaining HCS, 24 h; share of cells brighter than vehicle mean+2SD; % tubulin-high responders, % at 10 µM; hit rate 0.83% among 200,000;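 active = plate Z-score above 3 for both tubulin-high and condensed-nucleus cell shares, with cell loss under 80%, at 10 µM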;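 note: anti alpha tubulin signal scored within the nucleus-defined area of each cell; some results filed as inactive read as strong as hits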
ER stress rescue – rescue of cells from ER stress-induced death, primary screen, 384-well, CSM14.1, thapsigargin, ATP luminescence (AID 1222) | CSM14.1 thapsigargin-induced death rescue, ATP luminescence; higher % means a stronger effect | cellular ATP content (survival), % at 20 µM; hits with a dose series show EC50 in µM | 190,000 tested, under 10 active;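 active = EC50 below 50 µM in the dose-response confirmation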;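 note: death triggered by thapsigargin at about 15 µM added after 2 h compound pretreatment; cell ATP read after overnight thapsigargin exposure of roughly 18 to 22 hours; normalized against plate controls of thapsigargin alone and 5% DMSO vehicle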
M1AAP inhibition – P. falciparum M1AAP inhibitors, biochemical, fluorogenic H-Leu-NHMec substrate, 1536-well (AID 1445); recombinant M1AAP, H-Leu-NHMec fluorogenic kinetic assay; higher % means a stronger effect; one-dose inhibition, % at 30 µM; IC50 in µM for titrated hits; hit rate 0.42% among 220,000;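 active = primary inhibition above the hit cutoff, then over 50% inhibition at one or more dose response concentrations, cut at about 23% in these data, passing the limit was not always enough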;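 note: plate controls were DMSO full reaction for no effect and no enzyme background for full effect; strong numbers were not always called active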
Insulin prom up – MIN6 insulin promoter up-regulation | hit rate 0.3% among 190,000 | AID 1625 | MIN6 insulin promoter-GFP reporter, high-content imaging; active compounds read high | z-score at 5 µM;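 active = z-score above 3 at 5 µM with at least 500 cells counted in the well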
Dynein cargo inh – blocks dynein driven cargo transport along microtubules | 3617.4 mouse cells, GR-EGFP nuclear translocation imaging; test concentration mostly 20 µM; stimulated with dexamethasone, 1 µM; active compounds read low | z-score, hits read low | hit rate 0.47% among 220,000 | AID 1381;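 active = plate z-score of nuclear minus cytoplasmic receptor signal below a set negative limit, without overly bright fluorescence or cell loss, cut at about -3.5 in these data, passing the limit was not always enough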;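 note: z-score of nuclear minus cytoplasmic ring GR-EGFP intensity difference per well; some compounds called inactive have numbers as strong as hits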
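medium = tetracycline-free induction medium containing charcoal-stripped FBS | probe or stimulus = dexamethasone, 1.0 µM final | timing = 48 h induction, then 1 h compound, then 30 min agonist, 37 °C | detection = automated 10x imaging of fixed Hoechst-stained cells | read-out basis = nuclear versus cytoplasmic GR-EGFP signal, averaged per well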
Dynein cargo inh cytoplasmic EGFP – further read-out of Dynein cargo inh, marked with its call; z-score; measured here: cytoplasmic GR-EGFP intensity; active compounds read high
Dynein cargo inh nuclear GR-EGFP – further read-out of Dynein cargo inh, marked with its call; z-score; measured here: nuclear GR-EGFP intensity;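 lower value marks the stronger effect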
Dynein cargo inh cell count – recorded beside Dynein cargo inh, whose call it bears; z-score; measured here: cell count per field
Insulin prom up cell count – further read-out of Insulin prom up, marked with its call; cell count; measured here: cytotoxicity, nuclei count;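 total cells summed across four imaged fields per well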
b-catenin transl cell count 5 µM – second read-out of b-catenin transl, no call of its own (marks repeat the call); cell count; measured here: cell count, cytotoxicity flag
MT stabilize HCS Hoechst-high % – second read-out of MT stabilize HCS, no call of its own (marks repeat the call); % Hoechst-high responders; measured here: nuclear condensation Hoechst responders;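 share of cells brighter than vehicle mean plus two SD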
MT stabilize HCS cytotoxicity % – recorded beside MT stabilize HCS, whose call it bears; toxicity, %; measured here: cytotoxicity by cell density;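 0% = mean cell density of plate MIN control wells and 100% = no cells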
Autophagy HCS cell loss 18 h – also measured in Autophagy HCS; calls as there; toxicity, %; measured here: cell loss, nuclei count;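 cell loss after 18 h compound exposure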
Starred values were filed as active, the others as inactive; i = inactive; / = no result given; [ ] = dose if it differs, or a comment. Compounds as they come; 2.9% or so of the library scored in one or more.

SMILES	Autophagy HCS	Autophagy HCS cell loss 18 h	b-catenin transl	b-catenin transl cell count 5 µM	M17LAP inhibition	K1F lysis inhibition	MT stabilize HCS	MT stabilize HCS Hoechst-high %	MT stabilize HCS cytotoxicity %	ER stress rescue	M1AAP inhibition	Insulin prom up	Insulin prom up cell count	Dynein cargo inh	Dynein cargo inh cytoplasmic EGFP	Dynein cargo inh nuclear GR-EGFP	Dynein cargo inh cell count
Cc1cc(F)ccc1NCc1ccc([N+](=O)[O-])cc1	i	18	0.8	1155	-6%	0.8%	3.1	1.7	1.5	6.2%	2%	-0.1	1276	-0.17	-0.23	0.051	0.68
Cc1c(NC(=O)N(C)C)c(=O)n(-c2ccccc2)n1C	i	-2	0.7	1020	-13%	1.1%	3.4	2.0	7.1	1.7%	-5%	0.45	1175	0.11	-0.16	0.42	-1
O=C(NCc1ccco1)C(c1ccncc1)N(C(=O)Cc1cccs1)c1ccccc1 (stereo unspecified)	i	6	0.3	1579	-3%	-1.6%	2.0	1.7	5.1	0.8%	-4%	/	/	1.1	-0.07	0.69	-2.1
CCOC(=O)C1CCN(c2c(C(=O)c3ccccc3)cnc3ccc(CC)cc23)CC1	i	2	-0.7	1041	5%	-0.5%	7.2	2.1	3.0	0.3%	2%	0.19	1045	-0.95	0.52	-0.14	0.64
O=c1cc(-c2ccc(F)cc2F)[nH]c2ccccc12	i	26	/	/	-4%	/	4.5	1.4	3.1	-3.6%	-4%	0.67	1006	1.1	-0.24	0.81	0.17
Cc1cc(NC(=O)CN2C(=O)NC(C)(c3ccc(Cl)cc3)C2=O)no1 (stereo unspecified)	i	-8	0.1	1186	3%	-0.4%	1.5	2.4	7.4	-0.8%	4%	1.2	1228	-0.44	-0.21	-0.22	-0.34
CCCCC(=O)Nc1ccc(NC(=O)CC)cc1OC	i	-1	0.6	1006	12%	0.6%	2.4	2.8	49	-0.7%	4%	0.88	1506	1.3	-0.19	1.2	0.015
CC(=O)N1CCC(N(CCN2CCOCC2)C(=O)Nc2ccc(Cl)c(Cl)c2)CC1	i	1	/	/	/	-0.2%	1.9	3.1	5.1	/	/	/	/	-0.51	-0.22	-0.15	0.0077
Cc1ccc(/C=C/C(=O)NCCCN2CCN(CCCNC(=O)/C=C/c3ccc(C)o3)CC2)o1	i	-4	-2.8	535	23%	3.0%	2.8	1.9	4.7	-0.4%	4%	0.15	1453	0.85	-0.3	0.022	-0.13
Cc1ccc(NC2=NCC(=O)N2C2CCCC2)cc1C	i	-16	-0.2	1420	28%	0.6%	2.0	1.2	1.3	-0.2%	0%	0.44	1465	0.28	-0.31	-0.38	0.59
COC(=O)C1C2C=CC3(CN(C4CCCC4)C(=O)C13)O2 (stereo unspecified)	i	12	0.7	1448	5%	1.5%	2.7	1.9	5.3	-0.2%	8%	0.3	1665	-0.59	-0.25	0.013	0.043
COc1ccc(NC(=O)CSc2nnc(Cn3cnc4ccccc43)o2)cc1	i	16	0.1	1119	42%	0.1%	1.6	1.3	6.4	-13%	0%	0.13	1346	-0.28	-0.25	-0.015	0.4

The closing two entries of the part before open the next one.
SMILES	Autophagy HCS	Autophagy HCS cell loss 18 h	b-catenin transl	b-catenin transl cell count 5 µM	M17LAP inhibition	K1F lysis inhibition	MT stabilize HCS	MT stabilize HCS Hoechst-high %	MT stabilize HCS cytotoxicity %	ER stress rescue	M1AAP inhibition	Insulin prom up	Insulin prom up cell count	Dynein cargo inh	Dynein cargo inh cytoplasmic EGFP	Dynein cargo inh nuclear GR-EGFP	Dynein cargo inh cell count
COC(=O)C1C2C=CC3(CN(C4CCCC4)C(=O)C13)O2 (stereo unspecified)	i	12	0.7	1448	5%	1.5%	2.7	1.9	5.3	-0.2%	8%	0.3	1665	-0.59	-0.25	0.013	0.043
COc1ccc(NC(=O)CSc2nnc(Cn3cnc4ccccc43)o2)cc1	i	16	0.1	1119	42%	0.1%	1.6	1.3	6.4	-13%	0%	0.13	1346	-0.28	-0.25	-0.015	0.4
COC(=O)Cn1cc(/C=C/[N+](=O)[O-])c2ccccc21	i	16	1.8	1058	1%	0.1%	3.9	2.8	8.5	-3.8%	7%	0.23	1261	-1.8	-0.16	-0.86	0.3
CC1(C)CN(c2ccccc2)N(Cc2ccc(F)cc2)C1=O	i	0	/	/	0%	5.6%	2.7	1.2	5.4	2.0%	7%	/	/	4.4	-0.041	1.8	-3.5
CC1(C)CC(NC(=O)CSc2ccccc2)CC(C)(C)N1	i	3	8.8	838	-2%	-0.3%	5.0	2.9	3.7	-0.3%	-1%	0.4	1600	1.4	-0.028	1	-0.82
CCn1c(CC(=O)Nc2cccc(OC)c2)nnc1SCC(=O)Nc1nccs1	i	-15	0.3	1048	-3%	-0.7%	2.4	3.0	2.6	-3.0%	1%	0.52	1844	0.98	-0.2	0.4	-0.15
CC(/C=N\NC(=O)c1cccnc1)c1ccccc1 (stereo unspecified)	i	2	/	/	/	0.1%	1.7	1.5	4.4	/	/	/	/	-0.89	-0.16	-0.36	0.092
O=C(/C=C/c1cccc(F)c1)N(c1ccccn1)C1CCCCC1	i	6	2.2	967	11%	-0.1%	2.6	2.2	5.1	0.4%	5%	-0.93	1358	0.13	-0.28	-0.071	0.24
COc1ccc(C2C(C(=O)N3CCC(C(N)=O)CC3)CC(=O)N2c2ccc(OC)cc2)cc1 (stereo unspecified)	i	-8	/	/	-3%	0.2%	3.4	3.0	6.8	3.5%	1%	-0.6	1181	-0.7	-0.18	-0.73	-0.098
NS(=O)(=O)c1ccc(NNC(=O)c2ccccc2)cc1	/	/	0.5	1294	-4%	/	/	/	/	/	-8%	-0.03	1043	-0.62	-0.23	0.067	0.25
O=C(NC(NC(=S)Nc1ccccc1Cl)C(Cl)(Cl)Cl)c1cccc(Cl)c1 (stereo unspecified)	i	21	-0.5	1051	-2%	-1.9%[50 µM]	5.6	6.2	14	-3.2%	3%	-0.12	1320	-0.033	-0.26	0.42	-0.31
O=c1c2cc3ccccc3n2cnn1Cc1ccccc1F	i	-9	0.9	954	-9%	-0.3%	9.9	34	18	-1.0%	3%	-0.17	923	0.0089	-0.2	0.36	-0.048
CC1CCCC(N2CCN(C(=O)c3cccc(F)c3)CC2)C1 (stereo unspecified)	i	-1	-15	1198	10%	0.2%	2.6	3.3	5.1	-4.4%	5%	/	/	0.21	-0.24	0.23	0.17
NC(=O)C1CC(O)CN1c1nc(CN2CCOCC2)nc2scc(-c3ccccc3)c12 (stereo unspecified)	i	1	-4.3	1049	1%	-0.3%	2.1	1.3	11	-1.8%	3%	0.71	1618	-0.92	-0.19	-0.48	0.83
COc1nc(N)c(S(=O)(=O)c2ccccc2C)cc1C#N	i	-6	-0.8	1058	-2%	4.5%	1.2	1.7	10	0.8%	17%	0.36	1832	-0.83	0.13	-0.71	0.65
O=[N+]([O-])c1cccc(/C=N\N=C2c3ccccc3-c3ccccc32)c1O	i	-18	1.2	1110	3%	2.5%[50 µM]	3.4	3.2	8.8	-1.1%	3%	0.57	1464	0.092	-0.23	0.35	-0.26
COc1ccc(-c2cnc(SCC(=O)Nc3ccc4c(c3)OCO4)n2Cc2ccco2)cc1	i	4	/	/	7%	2.7%	1.6	0.9	6.4	2.5%	13%	0.17	797	0.062	-0.24	0.48	0.7
COCCNC(=O)CCC(=O)NNc1nc2ccccc2c2nc(C)nn12	i	4	1.5	1058	19%	0.0%	3.0	2.0	7.4	1.9%	8%	-0.58	1151	0.57	-0.24	0.54	0.29
Cc1ccc2cccc(S(=O)(=O)N3CCN(c4cccc(Cl)c4)CC3)c2n1	i	-1	0.5	971	-1%	-0.2%	3.9	1.5	3.0	2.0%	8%	0.1	1373	-1.3	-0.28	-0.62	0.62
CC(C)(C)OC(=O)NC(CO)c1cn([C@@H](Cc2cc3ccccc3[nH]2)C(=O)N2CCN(C(=O)OC(C)(C)C)CC2)nn1 (stereo partly specified)	i	1	-1.6	1213	-4%	0.5%	2.6	1.6	7.1	2.4%	3%	0.75	1390	-0.72	-0.27	-0.18	0.41
O=C(CSc1nnnn1C1CC2CCC1C2)Nc1ccnc2ccccc12 (stereo unspecified)	i	-11	3.4	1002	4%	-0.2%	6.8	2.3	11	0.6%	1%	-1.6	538	-0.62	-0.19	0.13	0.59
N#Cc1ccccc1NC(=O)COC(=O)c1ccc2c(c1)OCCO2	i	-6	-0.4	1163	3%	2.6%	3.4	3.3	8.5	-1.7%	1%	0.75	1248	-0.69	-0.33	-0.21	0.86
Cc1[nH]nc(SCC(=O)NCCc2ccccc2)c1[N+](=O)[O-]	i	18	-2.2	1040	-11%	0.2%	1.3	0.8	3.8	2.9%	-3%	0.2	1618	-0.15	-0.055	0.42	0.5
COc1ccc(/C=C/C(=O)NCc2nc3ccccc3[nH]2)cc1OC	i	-2	-1.5	1160	-7%	0.2%	3.3	2.6	8.3	0.6%	8%	-0.93	1191	0.83	-0.31	0.59	-0.31
O=C1CCC([N+](=O)[O-])C(c2cccc(Br)c2)N1 (stereo unspecified)	i	2	/	/	-6%	1.3%	2.9	5.4	2.6	-2.1%	10%	-0.49	1312	0.51	-0.3	-0.17	-0.28
CC1=C(C(=O)OCC2CCCO2)C(c2ccncc2)C2=C(CC(C)(C)CC2=O)N1 (stereo unspecified)	i	2	/	/	-17%	3.9%	4.0	1.8	2.3	-1.0%	4%	0.02	1266	2	-0.24	1.2	-0.21
